# Assay outcomes: PubChem, National Center for Advancing Translational Sciences (NCATS)
# CBFb-RUNX1 inh = blocks binding between human CBF-beta and RUNX1 | AlphaScreen CBFb-His/RUNX1-biotin binding, biochemical | 230,000 tested, under 10 active | Q01196+Q13951 | Potency, µM (top dose mostly 59.8 µM), for the others: top-dose activity, negative = inhibition, hits mostly inhibitors; further: % of control where 0% means no effect
#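 His-tagged CBF-beta and biotinylated RUNX1 (30 nM each) were premixed 20 min at room temperature, exposed to compound for 15 min, then given nickel-chelate and streptavidin AlphaScreen beads (50 ng each). After 90 min, AlphaScreen signal was read.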
# GLA spleen mod = inhibitors or activators of human alpha-galactosidase in spleen homogenate; P06280; human spleen homogenate, 4MU-alpha-Gal fluorescence, 40 min; Potency, µM (titrated, usually from 80 µM), for the others: at the top dose activity change, negative = inhibition, usual class: inhibitors; 240,000 tested, 0.008% active; AID 2107;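 further: potency means the concentration at half of the fitted maximal effect; 0% = enzyme with vehicle and -100% = no enzyme basal signal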
# Target sequence (P06280 32-429 limits assumed): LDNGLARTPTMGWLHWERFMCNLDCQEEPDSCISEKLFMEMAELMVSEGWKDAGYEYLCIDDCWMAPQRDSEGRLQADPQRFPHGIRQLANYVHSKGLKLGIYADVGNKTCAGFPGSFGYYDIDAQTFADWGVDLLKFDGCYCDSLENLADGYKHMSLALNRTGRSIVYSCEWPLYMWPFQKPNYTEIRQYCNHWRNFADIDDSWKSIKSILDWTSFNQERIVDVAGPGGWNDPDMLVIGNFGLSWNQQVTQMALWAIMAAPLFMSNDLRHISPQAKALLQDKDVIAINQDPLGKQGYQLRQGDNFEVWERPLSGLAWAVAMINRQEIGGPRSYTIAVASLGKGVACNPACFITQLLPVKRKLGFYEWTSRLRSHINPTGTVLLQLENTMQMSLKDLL
#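 Spleen homogenate 1 ug + cpd (titration) + 4-MU-alpha-D-galactopyranoside 1 mM; 37C 40 min; 50 mM citrate/phosphate pH 5.0, 0.01% Tween-20; stop pH 10; fluorescence 365/440; AC50 via Hill.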
# TRb SRC2 PPI = inhibitors of human thyroid hormone receptor beta-SRC2 interaction | P10828 | TRbeta-SRC2 peptide binding, fluorescence polarization; receptor liganded with 1 µM T3 | Potency, µM (top dose mostly 106 µM), inactives show at the highest dose activity change, negative = inhibition, actives largely listed as inhibitors | 280,000 tested, 0.065% active;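 further: potency means the concentration at half of the fitted maximal effect; plate controls were bound peptide for no effect and peptide without receptor for full effect; nearly all actives have a fitted effect of over 50% in size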
# Target sequence (P10828 whole entry, looked up): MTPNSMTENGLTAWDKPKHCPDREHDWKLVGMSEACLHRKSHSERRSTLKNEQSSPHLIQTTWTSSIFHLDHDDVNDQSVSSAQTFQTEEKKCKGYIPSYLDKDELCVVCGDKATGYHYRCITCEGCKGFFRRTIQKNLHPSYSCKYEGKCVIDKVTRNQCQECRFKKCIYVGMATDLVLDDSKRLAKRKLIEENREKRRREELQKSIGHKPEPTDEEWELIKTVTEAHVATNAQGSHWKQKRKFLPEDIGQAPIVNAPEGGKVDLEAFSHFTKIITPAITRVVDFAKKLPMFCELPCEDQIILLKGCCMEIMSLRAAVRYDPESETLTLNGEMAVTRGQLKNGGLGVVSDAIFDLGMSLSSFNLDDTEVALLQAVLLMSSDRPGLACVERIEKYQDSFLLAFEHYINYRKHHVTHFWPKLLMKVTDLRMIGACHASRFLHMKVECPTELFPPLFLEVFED
#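 Quantitative HTS by FP: 0.6 uM TRb LBD, 20 nM labeled SRC2 20-mer, 1 uM T3, 5% DMSO; 5 hr ambient incubation; % activity per concentration and potencies from concentration series.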
# Tau FP inhib = tau fibrillization inhibition (FP) | P10636 | K18 P301L tau heparin fibrillization, Alexa594 FP, 6 h | Potency, µM (titrated, usually from 57.7 µM), for inactives: at the top dose activity, negative = inhibition, hits mostly inhibitors | 280,000 tested, 0.39% active | AID 1468; further: potency means the concentration at half of the fitted maximal effect; on the % scale 0 is the no-effect control and ±100 the full control effect; nearly all actives have a fitted effect of over 55% in size
# Target sequence (P10636 561-689 P618L limits assumed): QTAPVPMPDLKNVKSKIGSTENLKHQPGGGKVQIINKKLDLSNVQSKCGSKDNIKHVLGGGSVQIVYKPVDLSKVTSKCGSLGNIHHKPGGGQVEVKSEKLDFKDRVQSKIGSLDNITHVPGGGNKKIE
#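 Recombinant K18 P301L […], labeled with Alexa 594 at 0.24 uM over 15 uM unlabeled; heparin inducer 20 uM final; 37 C, 6 hr; FP endpoint.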
# Epigenetic derep = epigenetic control regulation, reporter derepression. murine LDR cells, GFP reporter derepression, 30 h. Potency, µM (series often up to 53.9 µM), without a hit: top-dose GFP activation, usual class: activators. 280,000 tested, 0.2% active; further: potency means the concentration at half of the fitted maximal effect; % of control where 0% means no effect; nearly all actives have a fitted effect of over 60% in size
#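 Reporter derepression read as number of fluorescent GFP-positive objects, 20-120 um in size, counted by laser-scanning cytometer. Mouse LDR line with an epigenetically silenced CMV-GFP locus; compound incubation 30 h, 37 C.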
# TexasRed fluor = Texas Red fluorescence interference in TRb-SRC2 counter-screen; AID 1479; Potency, µM (titrated, usually from 106 µM), for the others: top-dose fluorescence change, negative = quenching; 280,000 tested, 0.29% active; TRb/SRC2 Texas Red total fluorescence interference; active means well fitted curve in either direction with a large enough effect; inconclusive means small, poorly fitted or top-dose-only effect; further: potency means the concentration at half of the fitted maximal effect; on the % scale 0 is the no-effect control and ±100 the full control effect
#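 Human TRβ ligand-binding domain (0.6 uM) and Texas Red SRC2 peptide (20 nM) in Tris buffer with 1 uM T3 and 5% DMSO were incubated with pinned compound for 5 hr at ambient temperature. Total fluorescence was computed as S + 2P (555/632 nm).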
# Tau fluor counter = counter-screen for tau fibril formation inhibitors; tau K18 P301L (four-repeat tau fragment) Alexa594 fluorescence, heparin fibrillization; Potency, µM (doses to about 57.7 µM), for the others: at the highest dose activity change, negative = decrease; 280,000 tested, 0.93% active; further: potency means the concentration at half of the fitted maximal effect; on the % scale 0 is the no-effect control and ±100 the full control effect; nearly all actives have a fitted effect of over 55% in size
#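 Human K18 P301L tau (15 uM unlabeled plus 0.24 uM Alexa 594-labeled, final) in 100 mM sodium acetate pH 7 was mixed with compound and 20 uM heparin and incubated 6 hr at 37 C.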
# NPSR antagonist = blocks cAMP signaling of the human neuropeptide S receptor. CHO-NPSR cells, cAMP TR-FRET, antagonist mode. Potency, µM (titrated, usually from 38.3 µM), for inactives: at the top dose activity change, negative = inhibition, actives largely listed as inhibitors. 220,000 tested, 1% active. AID 1461; further: potency means the concentration at half of the fitted maximal effect; on the % scale 0 is the no-effect control and ±100 the full control effect; nearly all actives have a fitted effect of over 50% in size; many of its hits are not listed in these tables
# * marks the source's active call; other numbers are inactive results; u = inconclusive; x = not tested or not shown; [ ] = dose if it differs, or a comment. Unless noted, the call rests on the fitted dose curve; in most records, active means well fitted curve in the direction sought with a large enough effect; inconclusive means small, poorly fitted or top-dose-only effect, or another doubt; inactive means no such curve, though single readings can be large; an effect the other way counts as inactive or inconclusive. Not all compounds are listed (hit frequency here may not be typical).
SMILES,CBFb-RUNX1 inh,GLA spleen mod,TRb SRC2 PPI,Tau FP inhib,Epigenetic derep,TexasRed fluor,Tau fluor counter,NPSR antagonist
COc1cc(C)c(C)cc1S(=O)(=O)N1CCN(Cc2ccc3c(c2)OCO3)CC1,-11%,u,-25%,0%,-2.1%,-5%,-12%,-17%[46.1 µM]
C[C@@H](/C=C/c1ccc2ccccc2c1)C1COC(=O)C[C@H]1O (stereo partly specified),4%,6%,7%,x,x,-2%,x,x
CCC(=O)N=C1SC2CS(=O)(=O)CC2N1c1cccc(OC)c1 (stereo unspecified),0%,8%,5%,8%,-1.0%,-2%,0%,-3%[46.1 µM]
CCCCNc1ncnc2c1cnn2-c1ccccc1,2%,2%,-1%,10%,1.9%,-3%,1%,-8%[46.1 µM]
CCNC(=S)N1CCc2cc(OC)c(OC)cc2C1COc1ccc(OC)cc1 (stereo unspecified),-6%,-12%,5%,1%,0.9%,0%,-26%,-21%
CCOc1ccc(NC(=O)CNC(=O)c2ccc(OC)c(OC)c2)cc1,-2%,3%,-14%,7%,-0.7%,-1%,4%,1%[46.1 µM]
CCCn1c(SCCc2ccccc2)nc2c1c(=O)[nH]c(=O)n2C,-1%,-4%,-1%,-12%,u,0%,-10%,7%[7.67 µM]
O=C(Nc1ccccc1N1CCCCC1)c1cnccn1,-4%,-4%,-4%,-2%,-1.5%,-2%,-11%,-30%
OC(CNC1CCCCC1)CN1CCN(CC(O)CNC2CCCCC2)CC1 (stereo unspecified),1%,6%,1%,-11%,0.0%,-4%,2%,-9%[46.1 µM]
CNC(=O)c1c(NC(=O)c2cc(=O)c3ccccc3o2)sc2c1CCC2,x,x,0%,-1%,-0.3%,-1%,-6%,x
COc1ccc(NC(=O)c2c(NCc3cccc(F)c3)sc3c2CCC3)c(OC)c1,x,x,2%,-4%,1.1%,3%,-25%,x
NS(=O)(=O)c1ccc(NNC(=O)c2ccccc2C(=O)O)cc1,14%,-1%,4%,-1%,0.1%,-2%,-1%,0%
Cc1cc(=O)[nH]c(SCC(=O)N2c3ccccc3CC2C)n1 (stereo unspecified),0%,5%,1%,5%,-1.0%,-1%,-6%,-15%[46.1 µM]
O=[N+]([O-])c1cn(Cc2ccccc2)cn1,-7%,8%,-1%,1%,0.6%,1%,8%,8%
NNC(=O)c1cc2ccccc2[nH]1,-1%,6%,-2%,3%,-0.4%,5%,-15%,11%
COc1ccc(/C=N/NC(=O)c2ccc(CSc3nc(C)cc(C)n3)cc2)c(OC)c1OC,-1%,1%,7%,-6%,-1.8%,0%,-25%,0%
Cc1cccc2cc(C(c3nnnn3C(C)(C)C)N(Cc3ccco3)CC3CCCO3)c(=O)[nH]c12 (stereo unspecified),u,4%,-1%,-1%,-1.0%,1%,-6%,-27%[46.1 µM]
Oc1cccc(NC(=S)N=Nc2c(O)[nH]c3ccc(Br)cc23)c1,u,-7%,2%,-2%,0.1%,-9%,11µM*[quencher],-38%
CCc1ccc(CNCc2c(C(=O)O)n(Cc3cccc(F)c3)c3cc(OC)ccc23)cc1,x,x,-3%,6%,-1.5%,0%,-3%,x
O=C(COC(=O)CNC(=O)c1ccco1)Nc1ccc(Cl)cn1,7%,0%,-20%,-10%,1.6%,3%,-2%,-3%[46.1 µM]
COc1cc(C(=O)Nc2oc(-c3ccccc3)c(-c3ccccc3)c2C#N)cc(OC)c1OC,6%,-3%,-3%,-9%,1.2%,2%,u,7%[7.67 µM]
CC(/C=C/c1ccc(O)cc1)=N/O,8%,1%,-21%,1%,-1.0%,3%,-3%,-4%[46.1 µM]
Cn1c(Cn2c(=O)sc3ccccc32)nnc1SCC(=O)NC1CCCC1,-4%,2%,3%,0%,0.0%,-7%,1%,8%[46.1 µM]
COc1cccc(-n2ccnc2SCC(=O)Nc2ccc(Cl)c(Cl)c2)c1,x,x,-3%,u,-1.6%,-5%,-19%,x

# An excerpt from above in order of length of the SMILES, ascending.
SMILES,CBFb-RUNX1 inh,GLA spleen mod,TRb SRC2 PPI,Tau FP inhib,Epigenetic derep,TexasRed fluor,Tau fluor counter,NPSR antagonist
NNC(=O)c1cc2ccccc2[nH]1,-1%,6%,-2%,3%,-0.4%,5%,-15%,11%
CC(/C=C/c1ccc(O)cc1)=N/O,8%,1%,-21%,1%,-1.0%,3%,-3%,-4%[46.1 µM]
O=[N+]([O-])c1cn(Cc2ccccc2)cn1,-7%,8%,-1%,1%,0.6%,1%,8%,8%
Cc1cc(=O)[nH]c(SCC(=O)N2c3ccccc3CC2C)n1 (stereo unspecified),0%,5%,1%,5%,-1.0%,-1%,-6%,-15%[46.1 µM]
OC(CNC1CCCCC1)CN1CCN(CC(O)CNC2CCCCC2)CC1 (stereo unspecified),1%,6%,1%,-11%,0.0%,-4%,2%,-9%[46.1 µM]
NS(=O)(=O)c1ccc(NNC(=O)c2ccccc2C(=O)O)cc1,14%,-1%,4%,-1%,0.1%,-2%,-1%,0%
Cn1c(Cn2c(=O)sc3ccccc32)nnc1SCC(=O)NC1CCCC1,-4%,2%,3%,0%,0.0%,-7%,1%,8%[46.1 µM]
CNC(=O)c1c(NC(=O)c2cc(=O)c3ccccc3o2)sc2c1CCC2,x,x,0%,-1%,-0.3%,-1%,-6%,x
COc1ccc(NC(=O)c2c(NCc3cccc(F)c3)sc3c2CCC3)c(OC)c1,x,x,2%,-4%,1.1%,3%,-25%,x
CCc1ccc(CNCc2c(C(=O)O)n(Cc3cccc(F)c3)c3cc(OC)ccc23)cc1,x,x,-3%,6%,-1.5%,0%,-3%,x
COc1ccc(/C=N/NC(=O)c2ccc(CSc3nc(C)cc(C)n3)cc2)c(OC)c1OC,-1%,1%,7%,-6%,-1.8%,0%,-25%,0%
COc1cc(C(=O)Nc2oc(-c3ccccc3)c(-c3ccccc3)c2C#N)cc(OC)c1OC,6%,-3%,-3%,-9%,1.2%,2%,u,7%[7.67 µM]
Cc1cccc2cc(C(c3nnnn3C(C)(C)C)N(Cc3ccco3)CC3CCCO3)c(=O)[nH]c12 (stereo unspecified),u,4%,-1%,-1%,-1.0%,1%,-6%,-27%[46.1 µM]

# Continued.
SMILES,CBFb-RUNX1 inh,GLA spleen mod,TRb SRC2 PPI,Tau FP inhib,Epigenetic derep,TexasRed fluor,Tau fluor counter,NPSR antagonist
COc1ccc(C(=O)Nc2nc(-c3ccccc3)c(C(C)=O)s2)c(OC)c1,3%,5%,1%,-10%,2.8%,0%,-11%,u
Cc1[nH][nH]c(=O)c1C(c1ccc([N+](=O)[O-])cc1)c1c(C)[nH][nH]c1=O,-1%,7%,-2%,2%,0.9%,-4%,-20%,-26%
Cn1c(SCC(=O)N2CCCCC2)nc2cccnc21,2%,8%,-1%,0%,-2.8%,-2%,0%,6%[46.1 µM]
O=C(CN1CCN(c2ccc(F)cc2)CC1)Nc1cccnc1Cl,-3%,12%,-10%,2%,-6.3%,-1%,8%,-2%
Cn1c(=O)c2c(-c3ccccc3)n3c4ccccc4nc(-c4ccccc4)c3c2n(C)c1=O,x,x,7%,4%,-1.0%,-2%,-8%,x
O=C(NCc1cccs1)C1CCN(S(=O)(=O)c2cccs2)CC1,3%,5%,-3%,-1%,0.0%,2%,0%,-8%[46.1 µM]
CC1CCc2c(sc3ncnc(SCC(=O)N4CCN(C(=O)c5ccco5)CC4)c23)C1 (stereo unspecified),3%,-6%,-8%,0%,-0.4%,-2%,6%,1%[46.1 µM]
O=C(Cn1nc(-c2ccccc2F)ccc1=O)Nc1ccc(S(=O)(=O)N2CCCCCC2)cc1,7%,3%,-3%,u,-1.1%,5%,u,-13%
O=C1c2nc3cc(-c4ccco4)[nH]n3c(=O)c2CN1Cc1ccccc1,-26%,5%,7%,2%,0.0%,-8%,-4%,-14%
COc1ccc(N2CCN(Cc3nc4scc(-c5ccccc5)c4c(=O)[nH]3)CC2)cc1,2%,-11%,-2%,17%,0.0%,1%,-30%,0%
Cc1cccc(C2CC3(CC(C)(C)NC(=S)N3)Oc3cc(O)ccc32)c1 (stereo unspecified),-1%,2%,-5%,0%,7.7%,-2%,6%,29%
Cc1cc(C)c2c(c1)N[C@H](c1cccs1)[C@@H]1CCO[C@H]21,2%,-6%,-6%,1%,1.3%,0%,-24%,12%
CCC(C)C(NC(N)=O)C(=O)Nc1ccc(OCc2ccccc2)cc1 (stereo unspecified),18%,-1%,0%,-3%,-1.2%,-1%,7%,3%
CC(=O)Nc1ccccc1O,15%,-15%,-1%,4%,-2.9%,0%,-8%,0%
CN(Cc1cnn(C)c1)C(=O)c1cc(COc2c(F)cccc2F)on1,10%,-2%,4%,-4%,0.0%,-8%,-9%,7%
Cc1cc(C)c(NC(=O)CSc2ncc3c(n2)-c2cc(Cl)ccc2N(C)S3(=O)=O)c(C)c1,x,x,3%,u,u,1%,-12%,x
Cc1ccc(CN2CCN(Cc3ccc(OC(C)C)cc3)CC2CCO)o1 (stereo unspecified),-2%,0%,0%,2%,-5.4%,-1%,-2%,3%
COc1cc2cc(C(=O)O)n(C)c2c(OC)c1OC,5%,-4%,3%,8%,-1.1%,-4%,-6%,-33%[7.67 µM]
COc1ccc(CC2(CO)CCN(C(C)COc3ccccc3)CC2)cc1 (stereo unspecified),1%,-5%,-4%,8%,-0.1%,0%,8%,23%
O=C(/C=C/c1ccc(S(=O)(=O)N2CCOCC2)cc1)OCC(=O)c1ccc([N+](=O)[O-])cc1,-10%,1%,-6%,-13%,6.5%,-3%,u,-21%
O=C(O)CC1S/C(=N/N=C/c2ccc([N+](=O)[O-])cc2)N(c2ccc(O)cc2)C1=O (stereo unspecified),-2%,6%,-7%,12%,-0.6%[10.1 µM],-8%,-11%,-2%

# Quoted from the listing:
# For Tau FP inhib, Cc1ccc(CN2CCN(Cc3ccc(OC(C)C)cc3)CC2CCO)o1 (stereo unspecified) reads 2%
# For TRb SRC2 PPI, COc1ccc(CC2(CO)CCN(C(C)COc3ccccc3)CC2)cc1 (stereo unspecified) reads -4%
